# Screening results from PubChem BioAssay.
# MT stabilizer = stabilizes microtubules in HeLa cells | AID 2205 | HeLa tubulin immunostaining HCS, 24 h; share of cells brighter than vehicle mean+2SD | % tubulin-high responders, % at 10 µM | 200,000 compounds, 0.83% hits;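 active means plate Z-score above 3 for both tubulin-high and condensed-nucleus cell shares, with cell loss under 80%, at 10 µM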;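 further: anti alpha tubulin signal scored within the nucleus-defined area of each cell; some results filed as inactive read as strong as hits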
# Ins promoter up = MIN6 insulin promoter up-regulation | 190,000 compounds, 0.3% hits | MIN6 insulin promoter-GFP reporter, high-content imaging; hits give high values | z-score at 5 µM;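 active means z-score above 3 at 5 µM with at least 500 cells counted in the well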
# WT yeast gro inh = growth inhibition of WT yeast, mitochondrial fusion screen | inhibition, % at 10 µM | 190,000 compounds, 2.1% hits | mitochondrial fusion phenotypic screen, WT strain; in the data active means inhibition above about 58%; tested in S. cerevisiae
# Autophagy mod = alters autophagy in cells | MEF GFP-LC3 puncta imaging; test concentration mostly 10 µM | calls only at 10 µM (by protocol) | 190,000 compounds, 0.98% hits | AID 463193;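 active means percentage of spot-positive cells more than 3 SD above its plate mean, without a fluorescence outlier flag or 80% toxicity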;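 further: spot-positive cell cutoff set from DMSO-treated cells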
# Yfh1-off respiration = mitochondrial function rescue without frataxin homolog – Friedreich's ataxia, plus single-dose screen, dose response (AID 1465). fold induction at 50 µM; hits with a dose series show EC50 in µM. S. cerevisiae Yfh1-off respiration, WST-1 reduction, 72 h; higher fold induction means a stronger effect. 220,000 compounds, 0.074% hits;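 active means fold induction of absorbance versus untreated yeast above a set limit, then at least 30% activation at any dose in follow-up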;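 further: activators that raise dye reduction in frataxin-depleted yeast; strong numbers were not always called active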
# HIV fusion peptide = inhibitors of HIV fusion peptide binding, primary screen, biochemical, uHTS, fluorescence dequenching (AID 1986); cell-free peptide binding, fluorescence dequenching, 30 min; higher % means a stronger effect; one-dose inhibition, % at 20 µM; IC50 in µM for titrated hits; 290,000 compounds, 0.3% hits; in the data active means inhibition mostly above about 52%, no sharp cut-off; inactive means mostly below about 76%; further: some results filed as inactive read as strong as hits
# b-catenin transl = beta-catenin nuclear translocation modulation. 190,000 compounds, 0.3% hits. nuclear translocation activity, % at 5 µM. HeLa beta-catenin nuclear translocation, immunofluorescence imaging;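 active means nuclear translocation activity above 50% at 5 µM, with a well cell count of 50 or more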;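 further: per-cell ratio of nuclear to cytoplasmic median beta-catenin stain intensity; plate controls were DMSO negative control for no effect and GSK-3 inhibitor IX positive control for full effect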
#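 Read-out: Nuclear/cytoplasmic beta-catenin signal ratio, % activation | Assay system: Human HeLa cell line | Times: 24 h compound exposure at 37°C, 5% CO2 | Signal: Fluorescence imaging of beta-catenin antibody stain plus DAPI | Dosing: 5 µM primary, 0.02–20 µM confirmation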
# Dynein cargo inh = dynein cargo transport inhibition; AID 1381; 3617.4 mouse cells, GR-EGFP nuclear translocation imaging; test concentration mostly 20 µM; stimulated with dexamethasone, 1 µM; hits give low values; z-score, hits read low; 220,000 compounds, 0.47% hits;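 active means plate z-score of nuclear minus cytoplasmic receptor signal below a set negative limit, without overly bright fluorescence or cell loss, cut at about -3.5 in these data, passing the limit was not always enough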;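 further: z-score of nuclear minus cytoplasmic ring GR-EGFP intensity difference per well; some compounds called inactive have numbers as strong as hits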
#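 Buffer or medium: tetracycline-free induction medium containing charcoal-stripped FBS / Reagent: dexamethasone agonist, 1.0 µM final, for 30 min / Technique: automated 10x imaging of fixed Hoechst-stained cells / Times: induction 48 h, compound 1 h, agonist 30 min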
# AID2073 = inhibitors of Mint1-CaV2.2 protein interaction, biochemical, HTRF (AID 2073); HTRF protein-protein interaction, Mint1-CaV2.2; higher % means a stronger effect; inhibition, % at 20 µM, or IC50 in µM where a hit was titrated; 290,000 compounds, 0.19% hits; in the data active means inhibition mostly above about 51%, no sharp cut-off; further: some results filed as inactive read as strong as hits
# WT yeast gro inh mutant strain = also measured in WT yeast gro inh; calls as there; inhibition, %; mitochondrial fusion phenotypic screen, mutant strain inhibition
# Dynein cargo inh cytoplasmic EGFP = further read-out of Dynein cargo inh, marked with its call; z-score; measured here: cytoplasmic GR-EGFP intensity; hits give high values
# Dynein cargo inh nuclear GR-EGFP = further read-out of Dynein cargo inh, marked with its call; z-score; measured here: nuclear GR-EGFP intensity;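 lower value marks the stronger effect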
# Dynein cargo inh cell count = also measured in Dynein cargo inh; calls as there; z-score; measured here: cell count per field
# Ins promoter up cell count = also measured in Ins promoter up; calls as there; cell count; measured here: cytotoxicity, nuclei count;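 total cells summed across four imaged fields per well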
# b-catenin transl cell count 5 µM = also measured in b-catenin transl; calls as there; cell count; measured here: cell count, cytotoxicity flag
# MT stabilizer Hoechst-high % = second read-out of MT stabilizer, no call of its own (marks repeat the call); % Hoechst-high responders; measured here: nuclear condensation Hoechst responders;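 share of cells brighter than vehicle mean plus two SD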
# MT stabilizer cytotoxicity % = recorded beside MT stabilizer, whose call it bears; toxicity, %; measured here: cytotoxicity by cell density;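 0% = mean cell density of plate MIN control wells and 100% = no cells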
# Autophagy mod cell loss 18 h = recorded beside Autophagy mod, whose call it bears; toxicity, %; measured here: cell loss, nuclei count;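 cell loss after 18 h compound exposure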
# Starred values were filed as active, the others as inactive; i = inactive; · = not tested or not shown.
mol	MT stabilizer	MT stabilizer Hoechst-high %	MT stabilizer cytotoxicity %	Ins promoter up	Ins promoter up cell count	WT yeast gro inh	WT yeast gro inh mutant strain	Autophagy mod	Autophagy mod cell loss 18 h	Yfh1-off respiration	HIV fusion peptide	b-catenin transl	b-catenin transl cell count 5 µM	Dynein cargo inh	Dynein cargo inh cytoplasmic EGFP	Dynein cargo inh nuclear GR-EGFP	Dynein cargo inh cell count	AID2073
COc1ccc(OC)c(NC(=O)CCCN2C(=S)NC(C)(C)CC2C)c1 (stereo not drawn)	1.5	1.5	3.9	-0.9	1359	-5	11	i	-1	i	1.5%	0.7	1080	1.4	-0.17	1.1	-1.5	-2%
COc1ccc(NC(=S)NCCN2CCC(C)CC2)cc1	2.2	1.1	1.2	·	·	-2	-3	i	11	i	-1.4%	5.7	860	-0.82	-0.27	-0.3	2.3	-12%
CCn1ccc(C(=O)Nc2ccccc2SC)n1	1.9	2.2	7.2	0.42	1577	3	2	i	11	i	0.9%	-3.5	1051	0.049	-0.26	0.16	0.29	-8%
O=C(NC1CCCC1)c1cc(S(=O)(=O)N2CCOCC2)c(Cl)cc1Cl	3.9	1.8	1.2	0.46	1491	10	1	i	-15	i	0.5%	0.4	1504	-0.12	-0.25	0.21	-0.012	-1%
CC(C)Cc1nnc(NC(=O)c2ccc([N+](=O)[O-])cc2)s1	1.5	1.3	5.2	0.28	1656	-13	5	i	-3	i	0.8%	-0.1	1286	0.0039	-0.21	-0.078	0.13	-2%
COc1ccc(-c2cc(C(F)(F)F)n3ncc(C(=O)N4CCCCC4c4cccnc4)c3n2)cc1 (stereo not drawn)	2.7	2.7	8.6	-0.2	1195	27	-12	i	-2	i	0.7%	-3.1	1095	-0.39	-0.23	-0.21	0.83	21%
CCCCCCCCCOC1OC(CO)C(O)C(O)C1NC(C)=O (stereo not drawn)	3.3	1.8	17	0.44	1268	-7	8	i	-9	i	-2.0%	4.5	1012	0.21	-0.17	0.19	0.21	-3%
CCOC(=O)C1CCN(c2ncnc3c2oc2ccc(Cl)cc23)CC1	2.8	1.2	10	0.41	1267	62	62	i	3	i	-2.5%	-3.1	1051	0.48	0.36	0.24	-1.1	-3%
Cc1cnc(NC(=O)[C@H](C)N2C(=O)C3CCCCC3C2=O)s1 (stereo partly drawn)	1.7	2.7	7.6	0.9	1230	-2	-10	i	19	i	-2.4%	-1.4	1056	-0.2	-0.18	-0.061	-0.024	20%
CC(C)(CNC(=O)c1ccc(Cl)c(S(=O)(=O)N2CCc3ccccc3C2)c1)N1CCOCC1	1.7	1.9	6.6	-1.2	1553	4	6	i	15	i	-0.1%	-0.3	1052	-1	-0.29	-0.51	0.055	-6%
O=C(O)c1nc2ccccc2nc1C(=O)O	5.8	1.8	3.1	-0.21	1177	·	·	i	0	i	-0.7%	2.2	1390	-1	-0.072	-0.35	0.85	31%
CNC(=O)c1c2c(nc3ccc(Br)cc13)CCCC2	5.8	3.7	10	-0.51	1295	37	40	i	3	i	0.1%	2.3	1056	-0.5	-0.21	0.13	-0.38	23%
COc1ccc(-n2ncc3c(=O)n(CC(=O)OCc4ccccc4)cnc32)cc1	2.7	1.2	6.8	·	·	28	1	i	1	i	-0.7%	0.2	1064	-0.56	-0.13	-0.91	0.13	9%
Cc1cc2cc(CNC(=O)CCC(=O)O)ccc2n1C	4.0	5.0	9.8	0.46	1128	-16	10	i	-5	i	1.8%	-1.9	1024	-0.091	-0.32	0.4	0.5	24%
Clc1ccc(CSc2nnc(-c3ccncc3)o2)cc1	2.1	1.7	1.7	-0.03	1441	6	5	·	·	i	-2.4%	0.1	1399	-0.019	-0.2	0.31	0.031	-4%
COc1ccc(CCC(=O)Nc2cc(Cl)ccc2N2CCN(C)CC2)cc1	2.2	1.1	7.0	-0.18	888	-1	92	i	-9	i	0.0%	-0.6	1480	0.11	0.089	0.23	-0.59	-4%
Cc1cccc2nc(CSc3nc4ccc([N+](=O)[O-])cc4[nH]3)c(Br)n12	4.1	3.8	2.6	-0.3	1450	0	-2	i	-3	i	2.0%	1.0	1121	-0.75	-0.24	-0.64	0.27	2%
Cc1ccc2cc(CN(CCN3CCOCC3)C(=O)NCc3ccccc3)c(=O)[nH]c2c1C	5.6	2.3	6.3	·	·	-3	10	i	5	i	1.3%	-1.8	1191	-1.9	0.19	-0.7	0.76	0%
CC(CCCCC(=O)Nc1ccc(C(F)(F)F)cc1)NCCc1cnc[nH]1 (stereo not drawn)	·	·	·	0.37	1513	-4	3	·	·	i	0.3%	-0.7	1140	·	·	·	·	-4%
COc1ccc(C(CCN2CCCCC2)c2c(O)cc(OC)cc2OC)cc1 (stereo not drawn)	·	·	·	-0.05	1075	·	·	·	·	i	1.5%	-2.1	1184	-0.59	-0.79	-0.21	0.62	14%
CN(C)CCNC(=O)CNC(=S)N(CCCN1CCOCC1)Cc1cccs1	2.9	1.7	6.7	-0.75	1298	-5	4	i	22	i	1.0%	-1.7	1147	0.66	-0.16	-0.0063	0.57	3%
COc1ccc(CCN2C(=O)CC(Cc3ccccc3)C2=O)cc1OC (stereo not drawn)	·	·	·	-0.69	1091	·	·	·	·	i	-1.2%	-1.3	1254	-0.48	-0.26	0.088	0.55	-9%
NC(=O)CN1C(=O)C(O)(CC(=O)/C=C\c2ccc3c(c2)OCO3)c2ccccc21 (stereo not drawn)	4.0	2.0	11	-0.08	938	-9	13	i	-4	i	3.1%	·	·	-3.1	0.16	-1.5	0.67	12%
O=C(Nc1ccc(F)cc1F)c1cccn1-c1ncc(C(F)(F)F)cc1Cl	1.1	1.6	9.2	·	·	3	27	i	4	i	-0.9%	·	·	0.26	-0.14	-0.4	0.42	5%
CCCOc1ccc(CSc2nc3ccccc3[nH]2)cc1	2.9	2.4	11	·	·	·	·	i	6	·	2.1%	·	·	-0.51	-0.22	0.038	0.98	-4%
COc1ccc(/C=N/NC(=O)Nc2cccc3nsnc23)c(OC)c1	2.5	3.4	4.5	-0.85	1992	0	-10	i	-44	i	-2.4%	5.7	959	-0.096	-0.17	0.46	1.2	12%
Cc1nn(-c2ccccc2)c(C)c1/C=N/NC(=O)c1cc(C2CC2)[nH]n1	1.6	1.1	7.7	0.17	1962	8	-19	i	10	i	-2.1%	-2.9	1078	-0.57	-0.21	-0.42	-0.21	6%
CN(C)CCCNCCCNC(=O)c1ccncc1	2.6	2.0	6.4	-0.1	1563	0	-22	i	5	i	2.1%	1.0	1371	-0.87	-0.24	-0.53	0.27	11%
CCCc1cc(C(=O)NNC(=S)NC(C)c2ccccc2)cs1 (stereo not drawn)	2.4	1.7	6.7	1.9	1004	6	0	i	-9	i	0.9%	·	·	-0.023	-0.27	0.22	0.93	-8%
CCCNS(=O)(=O)c1ccc(CCC(=O)NCC2CCCO2)cc1 (stereo not drawn)	3.0	3.6	16	·	·	-16	-7	i	1	i	-1.1%	-9.2	1179	0.049	0.46	0.53	1.6	0%
O=c1cc(CO)occ1OCc1ccccc1	3.4	2.7	9.4	·	·	7	10	i	0	i	-0.8%	-2.3	1108	-0.33	-0.25	-0.19	1	41%
CCc1nc2ccccc2n(CCOCCOCCn2c(=O)c(CC)nc3ccccc32)c1=O	5.0	1.8	7.4	-0.07	1079	7	-9	i	8	i	-0.2%	0.2	1151	2.1	-0.4	0.74	-0.081	-4%
COc1cc(C(=O)c2cocc2C(=O)c2ccc3c(c2)OCO3)cc(OC)c1OC	·	·	·	·	·	·	·	·	·	i	-0.5%	1.3	1294	-0.45	-0.25	0.19	0.71	13%
COC(=O)NCc1cccc(CNC(=O)OC)c1	2.9	2.6	5.6	0.35	1404	-3	4	i	11	i	3.2%	-5.5	979	-0.56	-0.13	0.065	-0.092	10%
Cc1noc(C)c1-c1nnc(-c2ccc(C(F)(F)F)cc2)o1	·	·	·	-0.07	1454	·	·	·	·	i	-0.1%	3.5	1050	0.28	-0.21	0.22	0.057	-8%
